Screening results: PubChem BioAssay, National Center for Advancing Translational Sciences (NCATS)
D3 antag: antagonists of human D3 dopamine receptor; 360,000 tested, 2.5% active; P35462; max response, negative = inhibition, %; D3R cells, DiscoveRx beta-arrestin luminescence, antagonist mode; hits give low values; in the data active = max response below about -50%; inconclusive = no clear call, values can overlap the other calls; also: % is scaled to controls: 0 for no effect and ±100 for the full control effect; mostly tested at two doses, the higher about 12 µM
Target sequence (P35462 whole entry, looked up): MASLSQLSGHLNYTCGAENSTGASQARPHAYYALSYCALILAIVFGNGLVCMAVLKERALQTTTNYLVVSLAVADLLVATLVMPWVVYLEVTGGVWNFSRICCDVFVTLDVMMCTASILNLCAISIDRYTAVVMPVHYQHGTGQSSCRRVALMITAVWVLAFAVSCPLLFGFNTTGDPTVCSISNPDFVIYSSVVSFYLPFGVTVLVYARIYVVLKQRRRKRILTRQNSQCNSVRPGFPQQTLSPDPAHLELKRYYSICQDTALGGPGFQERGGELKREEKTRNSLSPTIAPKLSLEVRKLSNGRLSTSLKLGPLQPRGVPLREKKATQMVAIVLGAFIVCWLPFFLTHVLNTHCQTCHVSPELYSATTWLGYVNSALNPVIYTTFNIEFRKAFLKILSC
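Cells plated overnight at 1500 cells/well, then exposed to library compounds with dopamine controls for 90 minutes at 37 degrees C. DiscoveRx reagent added for 30–60 minutes at room temperature; luminescence read, quantitative HTS format.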
PI5P4Ka inh: PI5P4K alpha (human) kinase inhibition; P48426; PI5P4Kalpha enzyme, ADP-Glo luminescence, 60 min; hits give low values; max response, %; 330,000 tested, 1.2% active; AID 652105; active = max response of -50% or lower; inconclusive = between -30% and -50%; inactive = -30% or higher; also: value at the top dose of about 77 µM; % is scaled to controls: 0 for no effect and ±100 for the full control effect
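qHTS, 1536-well: enzyme/substrate mix, compound by pin tool, 5 microM ATP final; RT 60 min; ADP-Glo reagents 1 (45 min) then 2 (30 min); luminescence.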
IL2 activator: activates IL-2 in a cell-based reporter assay; IL-2 activation reporter assay, cell-based qHTS; stimulated with anti-CD3/CD4/CD28 beads; in transgenic mouse T cells; activation, % (series mostly up to about 46 µM); 360,000 tested, 0.065% active; in the data active = activation above about 50%; inconclusive = mostly about 30% to 49%; also: 0% is about no effect
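Unstimulated transgenic mouse T cells, 750 per well, received compound and, after 60 minutes, anti-CD3/anti-CD4 bead plus anti-CD28 stimulation. EGFP and DsRed were quantified after 18 hours.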
GLP-1R inv ag: GLP-1 receptor (human) inverse agonism; P43220; HEK293 GLP-1R CRE-luciferase, luminescence, 24 h; GLP-1R form is constitutively active; Potency, µM (titrated, usually from 38.3 µM), without a hit: at the highest dose activity change, negative = inhibition, hits mostly inhibitors; 410,000 tested, 1.6% active; AID 624417; also: potency is read from the fitted curve at half-maximal effect; % is scaled to controls: 0 for no effect and ±100 for the full control effect; nearly all actives have a fitted effect of over 55% in size
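Using stably transfected HEK293 (constitutively active GLP-1R, cAMP-luciferase reporter), compounds were incubated 24 hr and luciferase measured by luminescence.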
PLK1 PBD inh: PLK1 (human) polo-box domain binding inhibition; P53350; Plk1 PBD binding of FITC phosphopeptide, fluorescence polarization; Potency, µM, without a hit: max response, negative = inhibition, hits mostly inhibitors; 360,000 tested, 2.8% active; AID 720504; also: potency is read from the fitted curve at half-maximal effect; series mostly up to about 57 µM; % is scaled to controls: 0 for no effect and ±100 for the full control effect; nearly all actives have a fitted effect of over 65% in size
Target sequence (P53350 whole entry, looked up, the tested form may be a part): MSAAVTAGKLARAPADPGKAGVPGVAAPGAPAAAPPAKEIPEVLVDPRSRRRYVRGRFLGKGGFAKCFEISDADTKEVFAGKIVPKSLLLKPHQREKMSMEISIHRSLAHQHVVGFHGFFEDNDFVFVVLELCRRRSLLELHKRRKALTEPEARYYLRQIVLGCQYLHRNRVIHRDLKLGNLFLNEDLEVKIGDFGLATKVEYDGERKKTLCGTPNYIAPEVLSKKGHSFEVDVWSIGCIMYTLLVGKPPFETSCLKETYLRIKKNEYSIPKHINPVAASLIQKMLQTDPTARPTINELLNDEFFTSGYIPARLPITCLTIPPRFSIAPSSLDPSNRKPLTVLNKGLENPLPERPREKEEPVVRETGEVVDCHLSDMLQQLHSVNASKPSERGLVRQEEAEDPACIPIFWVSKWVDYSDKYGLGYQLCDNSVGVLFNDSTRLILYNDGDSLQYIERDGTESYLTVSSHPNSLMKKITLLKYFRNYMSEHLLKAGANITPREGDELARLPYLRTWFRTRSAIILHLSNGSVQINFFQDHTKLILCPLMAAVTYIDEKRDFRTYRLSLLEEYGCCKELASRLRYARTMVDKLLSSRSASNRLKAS
DRD3 agonist: agonists of human D3 dopamine receptor; 410,000 tested, 0.58% active; max activation, %; D3R DiscoveRx beta-arrestin cells, luminescence, 90 min; P35462; in the data active = max activation above about 30%; also: 0% is about no effect; mostly tested at two doses, the higher about 12 µM
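Cells at 1500/well, incubated overnight, then treated with pinned compounds (dopamine as control) for 90 min at 37 degrees C. DiscoveRx reagent added for 30 - 60 minutes at room temperature; luminescence read.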
WRN helicase inh: WRN helicase (human) inhibition; Q14191; WRN helicase unwinding, fluorescent forked duplex, kinetic; Potency, µM (series often up to 114 µM), without a hit: at the top dose activity change, negative = inhibition, hits mostly inhibitors; 360,000 tested, 0.46% active; also: potency is read from the fitted curve at half-maximal effect; % is scaled to controls: 0 for no effect and ±100 for the full control effect; nearly all actives have a fitted effect of over 55% in size
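WRN at 20 nM final was preincubated with compound for 15 min at room temperature; reaction started with 100 nM forked duplex oligonucleotide carrying fluorophore and quencher plus 2 mM ATP (final). Unwinding followed kinetically by red fluorescence (ex 525/em 598 nm).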
HEK293 tox: cytotoxicity counter-screen for GLP-1 receptor inverse agonists; HEK293 cAMP-luciferase reporter cells, luminescence, 24 h; Potency, µM (top dose mostly 38.3 µM), without a hit: at the top dose activity change, negative = inhibition, actives largely listed as inhibitors; 410,000 tested, 0.13% active;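 also: loss of luciferase light is scored as toxicity; potency is read from the fitted curve at half-maximal effect; % is scaled to controls: 0 for no effect and ±100 for the full control effect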
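1536-well qHTS counterscreen of the MLSMR; 200 cells/uL, 12 h pre-incubation, 23 nL cpd, 24 h at 37 deg C 5% CO2, luciferase detection reagent, 12 min RT, luminescence. Inhibition = undesired.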
GLP1R ag: GLP-1 receptor (human) agonism. HEK293 GLP-1R CRE-luciferase, luminescence, 4-6 h; cells express a hypersensitive GLP-1R form. Potency, µM (top dose mostly 45.6 µM), for the others: at the top dose activation, usual class: activators. P43220. 380,000 tested, 0.007% active; also: potency is read from the fitted curve at half-maximal effect; % of control where 0% means no effect
Starred values were filed as active, the others as inactive; ? = inconclusive; / = no result given; & = joins results of further samples; [ ] = dose if it differs, or a comment. Unless noted, calls follow the shape of the dose curve; as a rule, active = well fitted curve in the direction sought with a large enough effect; inconclusive = small, poorly fitted or top-dose-only effect, or another doubt; inactive = no such curve, though single readings can be large; an effect the other way counts as inactive or inconclusive. No enrichment for hits; 7.8% or so of the library scored in one or more.

structure	D3 antag	WRN helicase inh	PI5P4Ka inh	HEK293 tox	GLP-1R inv ag	GLP1R ag	PLK1 PBD inh	IL2 activator	DRD3 agonist
CCCCn1c(N)c(N(CCOC)C(=O)c2cc3c(s2)CCC(C)C3)c(=O)[nH]c1=O (centres undefined)	-1	-9%	0	2%	-16%	14%	-1%	1.1	-16
Cc1cc(C)nc(NC(=O)c2cccs2)c1	0	3%	-1	-16%	3%	16%	-18%	0.5	-2
Cc1nc(-c2ccc(S(=O)(=O)N3CCN(C(c4ccccc4)c4ccccc4)CC3)s2)cs1	-1	-19%	-2	10%	?	4%	0%	-0.9	1
COc1cccc(-n2c(SCC(=O)NCc3cccs3)nc3ccccc3c2=O)c1	-29	1%	-6	4%	?	11%	-12%	-3.7	-5
COc1ccc(S(=O)(=O)N2CCCCC2)cc1NC(=O)CCCOc1ccccc1	-28	-4%	2	4%	?	-1%	-9%	-0.8	-3
COc1ccc(NC(=O)COC(=O)Cn2cnc3ccccc32)cc1	-2	-1%	-4	5%	12%	-1%	-8%	0.5	0
Cc1cc(NC(=O)c2cc(C)on2)n(-c2ccccc2)n1	-2	6%	-8	11%	8%	0%	-6%	-0.7	2
Cn1nnnc1SCC(=O)Nc1ccc(Br)cc1Br	-18	10%	-1	-18%	9%	2%	-9%	0.0	1
CCOC(=O)C1=CCC(c2cccc3ccccc23)N(S(=O)(=O)c2ccc(C)cc2)C1 (centres undefined)	-4	-7%	12	5%	?	-1%	-7%	-0.9	-7
Cc1ccc(S(=O)(=O)N/N=C/c2cc(Br)ccc2O)cc1	9	-3%	2	-24%	?	0%	2%	-0.1	-2
CC(C)c1nccn1CCC(=O)O	22	7%	/	5%	1%	-14%	-2%	-0.9	-3
COc1ccc(NC(=O)c2ccc(C)cc2)c[n+]1[O-]	-14	4%	5	-8%	-24%	1%	-4%	1.0	-8
CCCN1C2=C(C(=O)CC(C)(C)C2)C(c2ccc(F)cc2)C2=C1c1ccccc1C2=O (centres undefined)	-23	?	/	1%	2%	-10%	12µM*	-0.4	-6
O=C(CCN1C(=O)c2ccccc2S1(=O)=O)Nc1ccc2c(c1)OCCO2	-2	-13%	/	27%	9%	5%	1%	-3.9	6
Cc1ccc2c(c1)c1c(c(=O)n(Cc3ccccc3)c(=O)n1CC(=O)Nc1ccccc1C)n2C	/	/	/	-2%	2%	0%	/	/	5
CCOc1ccc(/C=N/NC(=O)CN2CCCCC2)cc1OCC	9	-10%	3	67%[activator]	22%	-1%	0%	-1.5	7
Cc1ccc(S(=O)(=O)/N=S(/C)c2ccccc2)cc1 (centres undefined)	-10	-17%[57.1 µM]	3	-1%	0%	-10%	-9%	0.2	1
CCOc1ccccc1Nc1ccc(C(=O)O)cc1[N+](=O)[O-]	-24	2%	-2	-19%	15%	0%	-13%	1.7	-10
CSc1ccc(CCNC(=O)CN2C(=O)c3cccnc3Oc3ccc(C)cc32)cc1	14	-6%	-4	-1%&-1%	?	-2%	-21%	-0.6	-13&6
CCOc1ccc(N(CC(=O)Nc2cccnc2)S(C)(=O)=O)cc1	12	2%	0	-4%	10%	5%	0%	2.5	6
O=C(c1ccc(-n2cncn2)c([N+](=O)[O-])c1)N1CCN(S(=O)(=O)c2ccc(Br)cc2)CC1	2	-3%	1	12%	-10%	-3%	-3%	-4.0	1
CC1(C)CC(=O)C=C(NC2CC(C)(C)NC(C)(C)C2)C1	12	-3%	/	-1%	5%	1%	-12%	1.7	0
CC1=NN(C(N)=S)C(=O)C1N=Nc1ccc(Br)cc1 (centres undefined)	?	-14%	-16	1%	?	0%	-30%	-0.8	2
Cc1cccc(/N=C/c2c(O)cc(C)oc2=O)n1	2	-14%[57.1 µM]	-6	86%[activator]	6%	-1%	-5%	-0.3	-9
CCN(CC(=O)N1CCCC1)S(=O)(=O)c1cc(C)ccc1OC	3	6%	-2	5%	-2%	-13%	-12%	-0.2	5
CN(C)CCCNc1ccc(-c2n[nH]c(=O)c3ccccc23)cc1[N+](=O)[O-]	-23	-7%	-8	-6%	8%	17%	-4%	-0.6	-5
Cc1ccc2c(c1)c1c3n2CCN(CCC#N)C3CCC1 (centres undefined)	0	-3%	4	17%	11%	6%	-3%	-2.2	7
Cn1nnnc1SCc1ccc(CSc2nnnn2C)cc1	10	-6%	-2	3%	6%	8%	-6%	-1.6	-5
CCCCc1c(-c2ccccc2Br)ncn1CCc1ccccc1OC	21	-4%	1	-13%	?	-4%	-5%	-1.0	1
CCOc1ccc2ccccc2c1CNc1nnnn1CC	9	-10%	-1	0%	1%	13%	-4%	-0.9	9

Results in DRD3 agonist, for some of the entries so far:
| Structure | DRD3 agonist |
| --- | --- |
| Cn1nnnc1SCC(=O)Nc1ccc(Br)cc1Br | 1 |
| CCOC(=O)C1=CCC(c2cccc3ccccc23)N(S(=O)(=O)c2ccc(C)cc2)C1 (centres undefined) | -7 |

The list continues.
structure	D3 antag	WRN helicase inh	PI5P4Ka inh	HEK293 tox	GLP-1R inv ag	GLP1R ag	PLK1 PBD inh	IL2 activator	DRD3 agonist
O=C1/C(=C/C=C/c2ccco2)SC(=S)N1NS(=O)(=O)c1ccccc1	-8	8.9µM*	-81*	?	?	-2%	11µM*	3.9	13
CCc1cccc2c(C(=O)CN3C(=O)NC4(CCCCC4)C3=O)c[nH]c12	?	-4%	-3	-8%	?	1%	3%	-1.0	-2
Cc1nc(-c2cccc(S(=O)(=O)N3CC(C)OC(C)C3)c2)cs1 (centres undefined)	-6	4%	-2	-3%	-21%	-7%	-10%	-0.2	2
CCOc1ccccc1NC(=O)CCS(=O)(=O)c1ccc2c(c1)CC(C)N2C(C)=O (centres undefined)	-5	6%	5	4%	7%	12%	?	-0.4	-1
O=C(COC(=O)c1ccc(Cl)nc1)Nc1ccc2c(c1)OCCO2	1	0%	0	7%	-1%	-1%	-10%	0.1	-2
Nn1c(SCC(=O)Nc2ccc(N3CCOCC3)cc2)nnc1-c1ccccc1F	0	-4%	-5	-1%	18%	14%	-21%	-2.6	-3
CO[C@H]1CC[C@@]2(C)[C@@H](CC[C@@H]3[C@@H]2CC[C@@]2(C)[C@H]3C[C@H](C(=O)N[C@@H](CCCN=C(N)N)C(=O)NCC(=O)N[C@@H](CC(=O)O)C(N)=O)O[C@]23CCCO3)C1	0	3%	2	9%	33%[activator]	-1%	-11%	0.3	-7
COc1ccc(-c2c(C)nn3c(N4CCC(C(=O)NCCC(C)C)CC4)cc(C)nc23)cc1OC	/	/	/	4%	9%	0%	/	/	3
O=C(c1ccccc1F)N1CCN(Cc2cccc(Cl)c2)CC1	?	8%	/	7%	0%	2%	-1%	-2.5	0
CCNC(=O)Cn1cc(C(F)(F)F)cc(Cl)c1=O	6	6%	0	9%	3%	-1%	-2%	0.3	-11
CCCCNC(=S)N/N=C/c1ccc(C)s1	8	7%	2	?	?	2%	2%	1.1	2
COc1cc(C(=S)N2CCC(C(N)=O)CC2)ccc1O	22	-12%	2	-12%	1%	-9%	27µM*	-0.3	3
COC(=O)C1=COC(C)C2CN3CCc4c([nH]c5ccccc45)C3CC12 (centres undefined)	?	-2%	1	21%	-11%	3%	-25%	-0.3	-47
CC(=O)Nc1ccc(OCC(O)Cn2nc(C)c(Br)c2C)cc1 (centres undefined)	?	-12%	-1	-8%	-25%	-1%	-4%	0.0	2
CSc1cccc(-n2ccc(=O)c(C)c2C)c1	-19	14%	-7	2%	2%	14%	-18%	1.0	7
CCOc1ccc(Nc2cc(C)nc3c(C)cccc23)cc1	-3	-28%	8	?	?	4%	-1%	-0.7	-1
Cc1nc(Cl)c2c(n1)NC1=C(O2)C(=O)CCC1	8	-16%	0	228%[activator]	21%	9%	21µM*	-4.9	3
CCCCn1c(=N)c(S(=O)(=O)c2ccc(Br)cc2)cc2c(=O)n3cccc(C)c3nc21	10	-4%	7	-2%	9%	-2%	-4%	24	4
CC(C(=O)NC1CCCC1)n1c(-c2ccccn2)nc2ccccc21 (centres undefined)	-27	1%	1	18%	-28%	/	-1%	0.6	-16
COCCNC(=S)Nc1ccc2nc(N3CCCC3)cc(C)c2c1	5	-11%	2	-33%	-12%	-3%	-8%	-0.3	3
COc1ccc(CNc2ccc(Cl)cc2)cc1Cn1ccnc1	-3	0%	-4	-1%	?	13%	-3%	-4.4	-6
COC1=CC(=O)OC(c2cccc(OC)c2)C1 (centres undefined)	14	-1%	-3	0%	7%	/	-10%	-0.5	6
CS(=O)(=O)c1ccc(Cl)c(NC(=O)Cc2ccccc2F)c1	17	-3%	4	4%	20%	5%	27µM*	-0.2	2
CC(=O)Oc1cccc(C(=O)Nc2c[nH]c(=O)[nH]c2=O)c1	10	10%[57.1 µM]	-1	3%	21%	0%	-3%	-0.2	-5
Cn1c(=O)oc2cc(S(=O)(=O)N3CCC(C(=O)NCC4COc5ccccc5O4)CC3)ccc21 (centres undefined)	3	0%	0	-8%	10%	6%	1%	0.3	1
CN(C(=O)c1ccccc1Cl)c1ccccc1	-3	-5%	/	10%	0%	14%	-3%	-1.3	3
C=CCn1c(C)nnc1SCC(=O)N1CCN(S(=O)(=O)c2ccccc2)CC1	1	-5%	4	-7%	-7%	-3%	6%	-2.5	4
Cc1nc2c(-c3ccc(F)cc3)c(C)nn2c(C)c1CCC(=O)N1CCOCC1	3	3%	-3	2%	11%	4%	-7%	-3.3	2
O=c1ccc(/C=C/c2ccccc2)nn1Cc1ccccc1	14	-12%	8	-11%	?	1%	-2%	-0.3	9
CCN(CC(=O)Nc1ccc(NC(C)=O)cc1)C(=O)c1ccccc1SCC(=O)N1CCCC1	?	-1%	-6	7%	21%	-4%	0%	0.6	-9
Cc1cccnc1NC(=O)c1ccc2c(c1)NC(=O)C(C)S2 (centres undefined)	4	-27%	-10	16%	27%	-7%	-12%	1.0	-2
